CHT inh – inhibitors of human choline transporter CHT | 0.86% of 310,000 active | AID 488975, 2010 | High affinity choline transporter 1 (Homo sapiens), Q9GZV3 | CHT-expressing cells, membrane potential dye, choline response; active compounds read low | B-score at 10 µM;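 active = B-score over 3 SD under the library average, and starting fluorescence ratio not unusually high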;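 also: choline stimulus applied at its EC90 after an EC20 pre-addition; B-score computed on integrated fluorescence ratio after choline addition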
Target sequence (Q9GZV3 whole entry, looked up): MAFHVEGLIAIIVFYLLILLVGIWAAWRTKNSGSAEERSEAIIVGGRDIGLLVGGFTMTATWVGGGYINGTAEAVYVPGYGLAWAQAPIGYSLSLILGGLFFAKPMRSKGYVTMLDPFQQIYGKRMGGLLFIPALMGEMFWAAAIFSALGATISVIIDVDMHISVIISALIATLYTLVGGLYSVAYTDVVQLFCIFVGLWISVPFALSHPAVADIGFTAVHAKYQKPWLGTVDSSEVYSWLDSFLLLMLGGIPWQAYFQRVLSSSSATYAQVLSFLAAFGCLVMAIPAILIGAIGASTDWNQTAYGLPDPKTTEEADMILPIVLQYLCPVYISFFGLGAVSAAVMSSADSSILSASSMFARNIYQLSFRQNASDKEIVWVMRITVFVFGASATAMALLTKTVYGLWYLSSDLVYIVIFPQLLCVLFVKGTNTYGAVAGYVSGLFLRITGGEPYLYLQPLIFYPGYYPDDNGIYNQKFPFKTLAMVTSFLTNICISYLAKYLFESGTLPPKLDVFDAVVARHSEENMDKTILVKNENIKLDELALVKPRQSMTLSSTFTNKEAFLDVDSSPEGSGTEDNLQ
Kir21 block – inhibitors of mouse Kir2.1 inward-rectifier potassium channel. Inward rectifier potassium channel 2 (Mus musculus), P35561. HEK293-Kir2.1, FluxOR thallium flux fluorescence; active compounds read low. B-score at 10 µM. 0.85% of 310,000 active;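 active = fluorescence ratio B-score at or below minus 3 SD of library scores, with starting-brightness B-score within 2 SD, cut at about -4.2 in these data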;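 also: channel flux triggered by added potassium and thallium sulfate stimulus; B-score of peak minus minimum fluorescence over baseline after thallium stimulus; more negative B-score means stronger Kir2.1 block with less thallium influx; some compounds called inactive have numbers as strong as hits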
Target sequence (P35561 whole entry, looked up): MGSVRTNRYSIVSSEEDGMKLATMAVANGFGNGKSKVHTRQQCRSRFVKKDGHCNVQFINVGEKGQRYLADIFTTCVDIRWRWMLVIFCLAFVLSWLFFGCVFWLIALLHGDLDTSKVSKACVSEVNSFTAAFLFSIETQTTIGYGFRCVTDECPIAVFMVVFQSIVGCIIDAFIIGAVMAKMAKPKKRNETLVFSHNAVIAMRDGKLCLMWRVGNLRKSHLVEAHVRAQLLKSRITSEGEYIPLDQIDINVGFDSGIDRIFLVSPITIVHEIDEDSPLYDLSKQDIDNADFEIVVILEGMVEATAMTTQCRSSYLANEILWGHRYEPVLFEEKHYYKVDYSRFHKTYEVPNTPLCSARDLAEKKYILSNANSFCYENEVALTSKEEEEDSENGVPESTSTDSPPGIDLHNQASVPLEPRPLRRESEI
KCNQ2 inh – KCNQ2 potassium channel inhibitors, primary screen, cell-based, CHO-K1, FluxOR thallium flux, B-score (AID 2156). 20 min; active compounds read low. 1.1% of 310,000 active. B-score at 10 µM. Potassium voltage-gated channel subfamily KQT member 2 (Rattus norvegicus), O88943;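 active = fluorescence ratio B-score at most minus 3 library SDs, with starting brightness B-score within 2 library SDs, cut at about -5.5 in these data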
Starred values were filed as active, the others as inactive; i = inactive; / = no result given.

SMILES	CHT inh	Kir21 block	KCNQ2 inh
CCC(C)NC(=O)C1CCN(c2nc(C)cc(C)n2)CC1 (stereo unspecified)	i	0.7	i
Clc1cc(-c2ccccc2)nc(-c2ccccc2)n1	i	-0.18	i
Cc1cc(C)n2nc(SCC(=O)N(C)c3ccccc3)nc2n1	i	0.76	i
CC(SC1=NCCS1)C(=O)Nc1nnc(-c2ccc(F)cc2)s1 (stereo unspecified)	i	-0.93	i
COc1ccc(C(=O)N2N=C(c3cccc(OC)c3)CC2(O)C(F)(F)F)cc1 (stereo unspecified)	i	0.03	i
COc1cccc(-c2nc(CSCC(=O)N3CCc4ccccc43)c(C)o2)c1	i	0.95	i
Cc1ccc(-n2nc3c(c2NC(=O)c2ccco2)CS(=O)C3)cc1 (stereo unspecified)	i	-0.99	i
Cc1nc(NC(C)C)c2cnn(CCc3ccccc3)c2n1	i	-0.06	i
O=C(NC1CCN(Cc2ccccc2)CC1)C1CCN(S(=O)(=O)c2cccc3cccnc23)CC1	i	0.94	i
CCNC(C(=O)c1c[nH]c2c(CC)cccc12)c1ccccc1 (stereo unspecified)	i	-0.67	i
Cc1cc(F)ccc1NC(=O)c1cc(S(=O)(=O)N2CCCC2)cn1C	i	-2.2	i
O=C(NCCCNC(=O)c1ccccn1)c1ccccn1	i	-1.1	i
O=C(CSc1nc(C(F)(F)F)cc(=O)[nH]1)N1CCCCCC1	i	1.2	i
O=C(COc1ccc2c(c1)OCO2)Nc1nccs1	i	1	i
O=C(c1cccnc1)n1nc(-c2ccco2)nc1NCc1cccs1	/	1	i
CC(C)c1ccc(CNc2ccc(N3CCOCC3)cc2)cc1	i	-0.89	i
COC(=O)Cc1ccc(O)c(N)c1	i	0.85	i
CC(=O)C1=C(C)NC(=O)NC1c1ccc(OC2CCCC2)cc1 (stereo unspecified)	i	-0.29	i
O=C(Nc1nnc(-c2cccnc2)s1)c1cccs1	i	1.1	i
Cn1c(CSCCOc2ccccc2)n[nH]c1=S	i	1.4	i
O=C(NC1CC1)C1CCN(C2CCN(C(=O)CCOc3ccccc3)CC2)CC1	i	0.46	i
CCOC(=O)C1(Cc2cccc(Cl)c2)CCCN(C(=O)c2cc(C(C)C)nn2C)C1 (stereo unspecified)	i	-2.6	i
COc1ccccc1C(c1nnnn1CCc1ccccc1)N1CCN(c2ccccc2)CC1 (stereo unspecified)	i	0.28	i
O=C(Cn1c(NCCCO)nc2ccccc21)c1cccc(Br)c1	i	0.91	i
CCCCN(C(=O)CCC(=O)Nc1cc(C)on1)C(C(=O)NC(C)(C)CC)c1cccc(OC)c1OC (stereo unspecified)	i	0.87	i
CCOc1ccc(NC(=S)N2CCC(NC(=O)C3CCCCC3)CC2)cc1	i	-1.3	i
CC(C)N1CCC2(CC1)N=C(c1ccc3c(c1)OCO3)CC(c1cc(Cl)ccc1O)N2 (stereo unspecified)	-6.9*	-2.1	i
O=C(c1cc(COc2ccc(F)c(F)c2)on1)N1CCN(C2CCCCC2)C(=O)C1	i	0.05	i
O=C(c1ccccc1[N+](=O)[O-])N1CCCC(C(=O)N2CCCCCC2)C1 (stereo unspecified)	i	1.9	i
CN(C)CCNC(=O)c1onc(CSc2ccc(F)cc2)c1C(=O)NCCN(C)C	i	0.7	i
O=C(Nc1nc(-c2ccc3c(c2)OCCO3)cs1)c1ccco1	i	1.3	i
CC(/C=N\NC(=O)c1cc(C)oc1C)=C\c1ccccc1	i	1.4	i
C=CCn1c(SCC(=O)NC2CCCCC2)nnc1-c1ccccn1	i	0.09	i
CCCCCN(C(=O)CCC(=O)OCc1ccccc1C(F)(F)F)c1c(N)n(CCCC)c(=O)[nH]c1=O	i	0.25	i
CCOC(=O)c1c(NC(=O)CSc2nnc(-c3ccc(Cl)cc3)o2)sc2c1CCC2	i	-1.1	i
Cc1nn2c3ccccc3nc2n(C)c1=O	/	-0.42	i
NC(=O)CC(NC(=O)c1ccccc1)c1ccc(N2CCCCCC2)c([N+](=O)[O-])c1 (stereo unspecified)	-8.6*	-0.25	i
Cc1cn(CC(=O)c2ccccc2)c2ccccc12	i	0.83	i
CC(=O)CC(=O)Nc1ccccc1NC(C)=O	i	1.6	i
COc1ccc(CNC(=O)CN(c2ccc(C)cc2)S(=O)(=O)c2c(C)noc2C)cc1	i	-0.41	i
CCc1ccc(OCCNC(=O)c2ccccc2SCc2ccc(F)cc2)cc1	i	0.67	i
CCN1CCN(CC(O)COCC2COc3ccccc3O2)CC1 (stereo unspecified)	i	-0.34	i
CCC(=O)N1CCCc2cc(S(=O)(=O)CCC(=O)Nc3ccccc3C)ccc21	i	-0.11	i
O=C(NNC(=S)NC(=O)c1cn(-c2ccccc2)nc1-c1ccccc1)c1ccncc1	i	-2.8	i
CCOC(=O)c1c(C)nc2sc3c(=O)n(-c4ccc(OC)cc4)nnc3c2c1-c1ccc(OC)cc1	i	1.4	i

Two entries from above in another layout:
Each structure is followed by: CHT inh, Kir21 block, KCNQ2 inh
CCOC(=O)c1c(NC(=O)CSc2nnc(-c3ccc(Cl)cc3)o2)sc2c1CCC2
 : i, -1.1, i
Cc1nn2c3ccccc3nc2n(C)c1=O
 : /, -0.42, i

Next part.
SMILES	CHT inh	Kir21 block	KCNQ2 inh
O=C(NCCCNC(=O)c1ccco1)c1ccco1	i	0.44	i
Nc1nonc1-n1nnc(C(=O)N/N=C/c2ccccn2)c1CNc1ccccc1	i	2.4	i
CC(C)CCN(C(=O)C1=COCCO1)c1c(N)n(Cc2ccccc2)c(=O)[nH]c1=O	i	-1.7	i
NC(=O)c1c(NC(=O)c2ccccc2Cl)sc2c1CCC2	i	-0.1	i
O=C1c2ccccc2C(=O)N1SC1CCCCC1	i	-0.7	i
COC(=O)c1ccc(CNC(=O)COC(=O)CCC2CCCC2)cc1	i	-0.35	i
O=C(CSCc1ccc(Cl)cc1)N/N=C/c1ccccc1	i	-0.91	i
COc1cccc(C(=O)CSc2nnc(CNS(C)(=O)=O)n2-c2ccc(C)cc2)c1	/	2.4	i
C=CCn1c2ccccc2c2nnc(SCc3[nH]c(=O)[nH]c3C(=O)CCCCC(=O)OCC)nc21	i	-1.4	i
CC(=O)c1ccc(NC(=O)C(C)OC(=O)C2CC(=O)N(c3ccc4c(c3)OCCO4)C2)cc1 (stereo unspecified)	i	-0.41	i
O=C(c1cccc(Cl)c1)N1CCC2(CC1)NCCc1[nH]cnc12	i	1.1	i
O=C(c1ccc(Cl)cc1Cl)N1CCN(c2ccc(N3CCOCC3)nn2)CC1	i	0	i
CCOC(=O)N1CCC(NC(=O)CSc2cc(=O)n(CC)c3ccccc23)CC1	i	-0.9	i
CCCCNC(=O)c1onc(CSc2cccc(C)c2)c1C(=O)O	i	0.06	i
O=C(c1ccco1)N1CCN(C(=O)c2cnn3c2NC(c2cccs2)CC3C(F)(F)F)CC1 (stereo unspecified)	i	0.62	i
O=C(OCc1ccc(Br)cc1F)c1cc2ccccc2oc1=O	i	-0.06	i
Cn1c(-c2ccc(C(=O)c3ccccc3)s2)nc2ccccc21	i	-1	i
COc1ccc(-c2nnc(SCC(=O)Nc3cc(C)on3)n2C)cc1OC	i	0.17	i
Cc1nc(N=Nc2ccc(O)cc2)n[nH]1	i	-0.08	i
CN(C)C(=O)CSc1nnc([C@H](Cc2c[nH]c3ccccc23)NC(=O)OC(C)(C)C)o1	i	-1.1	i
COc1ccc(C)cc1NC(=O)c1nnn(Cc2cc(C)ccc2C)c1N	i	2.1	i
O=C(c1ccc(Br)cc1)N1CCCc2ccccc21	i	1.4	i
Cc1ccc(C(OCC(C)(C)C[N+](C)(C)C)c2ccccc2)cc1 (stereo unspecified)	i	0.33	i
COc1ccc(-c2nnc(NC(=O)C(C)C)s2)c(OC)c1	i	0.81	i
CC(=O)NC(Cc1ccc(C)cc1)C(=O)NC1CCN(C(=O)NCc2ccccc2)CC1 (stereo unspecified)	/	-1.5	i
O=[N+]([O-])c1nn(-c2ccc3c(c2)OCCO3)n(O)c1=NC1CCCC1	i	0.33	i
CC1CCN(c2ccc(C(=O)NCc3ccc4c(c3)OCO4)cc2[N+](=O)[O-])CC1	i	-0.83	i
O=S(=O)(c1cc(Cl)ccc1Cl)N1CCN(Cc2ccco2)CC1	i	0.8	i
O=C1CC(c2ccc(S(=O)(=O)NC3CC3)cc2)CN1 (stereo unspecified)	i	0.7	i
CC(C)(C)NS(=O)(=O)c1cc(C(=O)O)ccc1Cl	i	-0.51	i

A portion taken from the entries so far, as a working copy:
SMILES	CHT inh	Kir21 block	KCNQ2 inh
CC(C)N1CCC2(CC1)N=C(c1ccc3c(c1)OCO3)CC(c1cc(Cl)ccc1O)N2 (stereo unspecified)	-6.9*	-2.1	i
O=C(c1cc(COc2ccc(F)c(F)c2)on1)N1CCN(C2CCCCC2)C(=O)C1	i	0.05	i
O=C(c1ccccc1[N+](=O)[O-])N1CCCC(C(=O)N2CCCCCC2)C1 (stereo unspecified)	i	1.9	i
CN(C)CCNC(=O)c1onc(CSc2ccc(F)cc2)c1C(=O)NCCN(C)C	i	0.7	i
O=C(Nc1nc(-c2ccc3c(c2)OCCO3)cs1)c1ccco1	i	1.3	i
CC(/C=N\NC(=O)c1cc(C)oc1C)=C\c1ccccc1	i	1.4	i

Continuation.
SMILES	CHT inh	Kir21 block	KCNQ2 inh
Fc1ccccc1Cn1cnc(NC(=S)NCCc2ccccc2)n1	i	1.8	i
COc1ccc(/C=C2\Sc3ccc(C(=O)N4CCN(Cc5ccccc5)CC4)cc3N(C)C2=O)cc1OC	i	-0.37	i
Cc1ccnc(NS(=O)(=O)c2ccc(N=CC3=C(O)CC(C)(C)CC3=O)cc2)n1	i	0.02	i
Cc1cccc(C)c1NC(=O)c1ccc(CN2CCc3ccccc3C2)cc1	-5.8*	-0.89	i
Fc1ccc(-c2cc(C(F)(F)F)nc(NCC3CCCO3)n2)cc1 (stereo unspecified)	i	0.66	i
CC1(C)CC(=O)C(N=Nc2cc3c(cc2[N+](=O)[O-])OCCO3)=C(O)C1	i	0.83	i
CCCCN(C(=O)c1cc2ccccc2o1)c1c(N)n(CCC)c(=O)[nH]c1=O	i	-1.2	i
COc1ccccc1CC(=O)NNC(=O)c1ccco1	i	0.36	i
Cn1c2ccc(CC(=O)O)cc2c2cc(CC(=O)O)ccc21	i	1.5	i
COCCNC(=O)CCSc1nc(-c2ccc(OC)cc2)cc(C(F)(F)F)n1	i	0.04	i
CC(C)CC(=O)N=C1SC2CS(=O)(=O)CC2N1Cc1ccccc1 (stereo unspecified)	i	1.2	i
O=c1o[nH]c(-c2ccccc2)c1-c1ccccc1	i	0.14	i
COc1cccc(C2c3[nH]c4ccccc4c3C[C@H]3C(=O)N(C)CC(=O)N23)c1 (stereo partly specified)	i	-0.03	i
COC(=O)c1cc(NS(=O)(=O)c2cccc(Cl)c2)ccc1N1CCOCC1	i	1.3	i
O=C(c1nc2ncccn2n1)N1CCN(c2ccccc2)CC1	i	-2.9	i

Profiles from above. Values in the order: CHT inh | Kir21 block | KCNQ2 inh
Record of O=C(NC1CCN(Cc2ccccc2)CC1)C1CCN(S(=O)(=O)c2cccc3cccnc23)CC1 : i | 0.94 | i
Record of O=C(Nc1nnc(-c2cccnc2)s1)c1cccs1 : i | 1.1 | i
Record of O=C(Cn1c(NCCCO)nc2ccccc21)c1cccc(Br)c1 : i | 0.91 | i

The list continues.
SMILES	CHT inh	Kir21 block	KCNQ2 inh
Nc1ccc2oc(-c3cc(Br)ccc3Cl)nc2c1	i	-1.2	i
CCn1cc(C(=O)O)c(=O)c2cc(F)c(N3CCN(S(=O)(=O)c4ccc(Br)cc4)CC3)cc21	i	0.67	i
CCc1ccc(CN2CCC(N3CCC(C(=O)N4CCCC4)CC3)CC2)o1	i	-0.93	i
CCC1CCC(C(=O)NC(C(=O)Nc2ccc3c(c2)OCCO3)C(C)C)CC1 (stereo unspecified)	i	-2.3	i
Cc1ccc(S(=O)(=O)NCc2ccc(C(=O)N3CCN(c4ccccc4)CC3)cc2)cc1	i	-1.9	i
Cc1ccc(C)c(S(=O)(=O)N2C(=S)NC(=O)C2C(C)C)c1 (stereo unspecified)	i	0.12	i
CC(=O)Nc1ccc(Oc2ccc3nc(C)[nH]c3c2)cc1	i	-1.9	i
CC1CCCCC1NC(=O)Cn1nc(-c2ccccc2)ccc1=O (stereo unspecified)	-5.4*	-0.04	i
Cc1[nH]c2ccccc2c1C(=O)CN1CCN(C/C=C/c2ccccc2)CC1	i	-0.94	i
CC(CCC(=O)O)C1CC[C@H]2C3CCC4CC(=O)CCC4(C)[C@H]3CC(=O)C12C (stereo partly specified)	i	2.4	i
O=C(O)c1cc(NC(=O)c2ccc3c(c2)C(=O)N(Cc2cccnc2)C3=O)cc(C(=O)O)c1	i	0.51	i
COc1ccc(CNC(=O)CN(C(=O)c2csnn2)c2cccc(C(C)=O)c2)cc1	i	-0.62	i
O=C1Nc2ncccc2OC1CCO (stereo unspecified)	i	-0.85	i
CCOc1ccccc1N(C(=O)Cn1nnnc1-c1ccc(C)o1)C(CC)C(=O)NC(C)(C)C (stereo unspecified)	i	1.4	i
CCc1ccc(CNCc2cccnc2)cc1	i	0.31	i
O=C(COC(=O)Cc1ccc(S(=O)(=O)N2CCCCC2)s1)Nc1ccc2c(c1)OCO2	i	-2	i
O=C(COc1cccc2c1CCN(Cc1ccc(Cl)cc1)C2=O)N1CCOCC1	i	-0.06	i
C=CCNC(=O)Nc1ccc(Cl)cn1	i	1.4	i
Cc1ccc(NC(=O)Cn2nnc(C(=O)NCc3cccs3)c2N)cc1	i	-9.1e-16	i
Cc1ccc2cc(C)c(N3CCN(c4ccc(F)cc4)CC3)nc2c1	i	9.3e-16	i
COc1cccc(NC(=O)OCCN2CCN(Cc3ccccc3)CCC2=O)c1	i	0.1	i

Compound activity (PubChem)
